Assay outcomes: PubChem, several laboratories
RSV antiviral HEp-2: RSV antiviral activity via CPE protection, HEp-2 cells, primary 10 µM value included (AID 2391) | HEp-2 cells, RSV-induced CPE inhibition; higher % means a stronger effect | CPE inhibition, % at 10 µM, or IC50 in µM where a hit was titrated | 0.13% of 310,000 active; in the data active = a potency from the dose series; inconclusive = CPE inhibition mostly from about 23% at the one dose, without a potency; inactive = the rest, 99 in 100 with CPE inhibition below about 21%; also: strong numbers were not always called active
Large T inhibition: SV40 large T antigen inhibitors, biochemical (AID 1903) | 0.39% of 310,000 active | inhibition, % at 20 µM; hits with a dose series show IC50 in µM | SV40 large T antigen ATPase/helicase inhibition assay; higher % means a stronger effect; in the data active = a potency from the dose series; inconclusive = inhibition mostly from about 32% at the one dose, without a potency; inactive = the rest, 99 in 100 with inhibition below about 32%; also: strong numbers were not always called active
Rac1 GTP hydrolysis: MgcRacGAP GTPase-activating activity inhibitors, confirmation, biochemical, ADP Hunter fluorescence | AID 624330, 2012 | MgcRacGAP-stimulated Rac1 GTP hydrolysis, ADP Hunter fluorescence; higher % means a stronger effect; GST-tagged Rac1 F28L mutant substrate | 0.6% of 340,000 active | one-dose inhibition, % at 30 µM; IC50 in µM for titrated hits | Rac GTPase-activating protein 1 (Homo sapiens);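 active = first-screen hits whose inhibition reached a set limit at any dose in the follow-up dose series; inconclusive = inhibition above the set first-screen limit but never retested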;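 also: fluorescence reports GDP produced by GAP-driven GTP hydrolysis; strong numbers were not always called active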
GPR35 antagonists: GPR35 antagonists blocking zaprinast-driven arrestin recruitment, primary screen, imaging, U2OS, beta-arrestin-GFP, zaprinast agonist (AID 2058). G-protein coupled receptor 35 (Homo sapiens). U2OS GPR35 beta-arrestin-GFP translocation imaging, zaprinast antagonism; higher % means a stronger effect. inhibition, % at 10 µM, or IC50 in µM where a hit was titrated. 0.052% of 290,000 active;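 active = inhibition of at least 50% with at least 30 cells and total cytoplasm GFP at most 10,000,000; inconclusive = under 30 cells or total GFP of 10,000,000 plus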
West Nile antiviral: West Nile virus antiviral activity, cell-based, CPE readout (AID 1621). West Nile virus-infected cells, CPE inhibition; higher % means a stronger effect. one-dose CPE inhibition, % at 10 µM; IC50 in µM for titrated hits. 0.02% of 290,000 active; in the data active = a potency from the dose series; inconclusive = CPE inhibition mostly from about 3.7% at the one dose, without a potency; inactive = the rest, 99 in 100 with CPE inhibition below about 2.2%; also: strong numbers were not always called active
Dengue-2 NS5 capping: Dengue-2 NS5 methyltransferase inhibitors, primary screen, biochemical, confirmation dose response (AID 588689); inhibition, % at 25 µM, or IC50 in µM where a hit was titrated; 0.3% of 340,000 active; Genome polyprotein (Dengue virus type 2 (strain 16681-PDK53)); Dengue-2 NS5 methyltransferase capping enzyme assay, biochemical; higher % means a stronger effect; in the data active = a potency from the dose series; inconclusive = inhibition above about 29% without an active follow-up result
PhoP inhibition: inhibitors of PhoP regulon expression, primary screen, Salmonella Typhimurium, GFP reporter (AID 1863) | 0.16% of 300,000 active | one-dose inhibition, % at 50 µM; IC50 in µM for titrated hits | S. Typhimurium PhoP-regulated promoter GFP reporter, 4 h; higher % means a stronger effect;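 active = inhibition over 29.93%, a cutoff 3 SD above the screen mean, later confirmed by dose response; inconclusive = inhibition over 29.93% but no dose response follow-up; inactive = inhibition at most 29.93% or unconfirmed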;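 also: 0% = low Mg2+ inducing control and 100% = high Mg2+ repressing control; strong numbers were not always called active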
LYP phosphatase: inhibitors of LYP phosphatase, biochemical, fluorescence intensity, uHTS (AID 1779) | 0.054% of 290,000 active | Tyrosine-protein phosphatase non-receptor type 22 (Homo sapiens) | one-dose inhibition, % at 11.5 µM; IC50 in µM for titrated hits | recombinant LYP phosphatase, fluorescence intensity; higher % means a stronger effect; in the data active = inhibition above about 50%;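 also: plate controls were vehicle with enzyme for no effect and no enzyme for full effect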
CSM14.1 death rescue: rescue of cells from ER stress-induced death, primary screen, 384-well, CSM14.1, thapsigargin, ATP luminescence (AID 1222); 190,000 tested, under 10 active; cellular ATP content (survival), % at 20 µM, or EC50 in µM where a hit was titrated; CSM14.1 thapsigargin-induced death rescue, ATP luminescence; higher % means a stronger effect;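 active = EC50 below 50 µM in the dose-response confirmation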;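 also: death triggered by thapsigargin at about 15 µM added after 2 h compound pretreatment; cell ATP read after overnight thapsigargin exposure of roughly 18 to 22 hours; normalized against plate controls of thapsigargin alone and 5% DMSO vehicle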
* hit, by the source's call; ? = inconclusive; . = not tested or not shown.

SMILES | RSV antiviral HEp-2 | Large T inhibition | Rac1 GTP hydrolysis | GPR35 antagonists | West Nile antiviral | Dengue-2 NS5 capping | PhoP inhibition | LYP phosphatase | CSM14.1 death rescue
Cc1cccc(NC(=O)c2sc3nc4c(c(-c5cccs5)c3c2N)CN(C)CC4)c1 | 7.4% | 22% | 9% | -12% | 0.2% | -30% | 0% | -7% | -0.1%
CCN(CC(=O)Nc1ccc(OC)cc1)CC(=O)Nc1ccc(Cl)cc1F | 0.2% | 18% | 7% | 12% | -1.1% | -7% | -1% | -2% | 1.3%
Cc1c(Cl)cccc1NC(=O)NCc1ccc(F)cc1 | 0.4% | 10% | 7% | 10% | -1.0% | -8% | 0% | -10% | 0.3%
CC(C)C(=O)NNS(=O)(=O)c1ccccc1[N+](=O)[O-] | 1.4% | 2% | 9% | 3% | -0.5% | -1% | 7% | -1% | -3.0%
CN1/C(=C\C(=O)Nc2ccc(Cl)cc2)C(C)(C)c2ccccc21 | 19% | 5% | 11% | -10% | -0.1% | -1% | -7% | 2% | -0.4%
CCN(CC)CCCNC(=S)N(Cc1cccnc1)Cc1cc2cc(C)cc(C)c2[nH]c1=O | -1.7% | 3% | 10% | 12% | -0.3% | 5% | 2% | -8% | 0.0%
COc1cc(SC)ccc1C(=O)Nc1nc(C)cc(C)n1 | 1.1% | 6% | 3% | 10% | -0.4% | -6% | -5% | -5% | .
COc1ccc(OC(=O)c2ccc(OC)c(S(=O)(=O)N3CCOCC3)c2)cc1 | 1.5% | 17% | 23% | 5% | 0.4% | -8% | 0% | -7% | .
CN1C(=O)c2ccc(NC(=O)C3CC3)cc2C1=O | 0.1% | 9% | 2% | -4% | -0.1% | 1% | -5% | -2% | .
CC12CC3(C)CC(C)(C1)CC(C(=O)NC(=S)N1CCOCC1)(C2)C3 | -0.7% | 4% | 3% | 25% | 0.2% | 7% | 0% | -4% | 14%
CCOc1cc2c(C#N)c(N3CCNCC3)nc(N)c2c(N)n1 | -1.7% | 7% | 9% | 2% | 0.0% | 2% | -3% | -6% | -4.2%
O=C(c1cc(Cl)nc2ccccc12)N1CCN(S(=O)(=O)c2cccc(C(F)(F)F)c2)CC1 | 3.5% | 10% | 9% | . | . | -9% | -3% | . | .
CCn1c(CNc2ccc(Cl)cc2)nnc1SCC(=O)NCc1ccccc1 | 0.1% | 5% | 3% | -2% | -0.2% | -8% | -6% | 1% | 2.9%
CCc1ccc(C(=O)NNC(=O)C2CSC3(C)CCC(=O)N23)cc1 (stereo not drawn) | 0.0% | 14% | 1% | . | . | -8% | 0% | . | .
O=C(NCCCn1ccnc1)c1ccccc1NS(=O)(=O)c1ccc(F)c(F)c1 | 1.8% | 4% | 13% | 18% | -0.1% | -5% | 10% | -10% | -1.2%
O=C(/C=C/c1ccc(-c2ccccc2[N+](=O)[O-])o1)c1ccco1 | 1.2% | -4% | 14% | 9% | 0.5% | 11% | -4% | 1% | 4.0%
O=C(Nc1cccc(Cl)c1)N1CCOCC1 | 2.5% | 2% | -2% | 13% | -0.3% | 3% | -5% | -11% | .
CCOC(=O)CC1CCCCN1Cc1cn[nH]c1-c1ccc(F)cc1F (stereo not drawn) | -0.6% | 6% | 3% | 8% | 0.7% | -11% | 0% | -6% | -1.0%
O=C(/C=C/c1ccco1)NC(=S)Nc1ccc(O)c(-c2nc3ccccc3s2)c1 | 6.7% | -6% | 14% | 12% | -0.5% | -3% | 24% | 11% | -0.6%
COc1ccc(-c2c(C)c3ccc(O)cc3oc2=O)cc1 | 51% | 22% | 12% | 6% | -0.7% | -5% | -6% | -17% | .
C=C(CC1([C@@H](NP(=O)(c2ccccc2)c2ccccc2)[C@H]2C[C@@H]2CCCC)CC1)c1ccccc1 | 0.8% | 5% | 6% | 7% | 0.7% | -11% | 11% | -2% | -2.4%
Cc1cccc(S(=O)Cc2ccc(C(=O)N3CCN(C(=O)c4ccco4)CC3)o2)c1 (stereo not drawn) | 2.5% | 10% | -25% | 3% | -0.2% | -5% | 0% | -10% | .
CC1(C)CC(=O)c2c(O)cc(OCc3ccc([N+](=O)[O-])cc3)cc2O1 | -0.1% | -1% | -2% | 5% | . | -8% | 1% | -5% | -0.7%
O=C(Cn1c(=O)oc2cc(S(=O)(=O)N3CCCC3)ccc21)N1CCc2ccccc2C1 | 0.8% | 1% | -2% | 12% | -0.2% | -1% | 11% | -10% | 1.0%
Cc1ccccc1OCc1nnc(SCCN2CCCC2)n1-c1ccccc1 | -4.0% | 12% | -4% | 11% | -1.5% | -4% | 9% | -4% | -1.6%

Carrying on:
SMILES | RSV antiviral HEp-2 | Large T inhibition | Rac1 GTP hydrolysis | GPR35 antagonists | West Nile antiviral | Dengue-2 NS5 capping | PhoP inhibition | LYP phosphatase | CSM14.1 death rescue
Cc1nc(N)ncc1Sc1ccc(Cl)cc1 | 2.9% | 3% | 10% | 0% | 0.8% | -6% | 2% | -4% | .
O=C(NC(=O)c1cccc(F)c1)OC[C@@H]1CCCN2CCCC[C@H]12 | 2.9% | 3% | -1% | 2% | 0.3% | -1% | -8% | 1% | .
COCCN1Cc2cccc(C(=O)NCc3cccnc3)c2C1=O | 11% | 4% | 10% | -8% | -0.3% | -1% | 12% | -1% | -0.2%
CN(c1ccc(C(=O)Nc2ccccc2C(=O)N2CCOCC2)cc1)S(C)(=O)=O | 1.7% | 8% | 7% | -11% | -0.2% | 3% | 2% | -5% | 11%
CCCS(=O)(=O)N1CCN(C(=O)c2ccco2)CC1 | 1.0% | 7% | -3% | 7% | -0.3% | -14% | -5% | -6% | -1.5%
Cn1ccnc1C(OC(=O)c1ccccc1)C(F)(F)F (stereo not drawn) | 1.6% | 3% | . | 1% | -0.1% | 5% | 1% | -4% | .
Cc1cc(Cl)ccc1OCC(=O)NCCCN1CCOCC1 | 0.0% | 17% | 2% | 9% | -0.1% | 9% | 16% | -2% | -0.1%
COC(=O)c1ccc(-n2nnnc2SCC(=O)Nc2ccccc2F)cc1 | 0.7% | 5% | 5% | -8% | 0.1% | -5% | -5% | -6% | .
N#CC1=C(N)N(c2ccccc2Sc2ccccc2)C(=O)C1 | 1.6% | 10% | 9% | -7% | -0.1% | -13% | -5% | 5% | -3.5%
CCOC(=O)N1CCC(=NNC(N)=O)CC1 | -1.2% | 6% | 7% | 6% | 0.6% | -1% | 1% | -8% | 1.6%
O=C(N/N=C/c1c(F)c(F)c(F)c(F)c1F)c1cc(-c2ccccc2)nc2ccccc12 | 1.7% | 12% | 7% | -4% | -0.3% | -2% | 5% | -12% | .
CCOC(=O)C1(Cc2cccc(Cl)c2)CCCN(C(=O)c2ccco2)C1 (stereo not drawn) | 2.9% | 8% | 9% | -1% | -1.0% | 0% | 5% | -11% | .
S=c1[nH]nc2c3c4c(sc3ncn12)CCCC4 | 5.0% | ? | 26% | 11% | 0.1% | 0% | -2% | -3% | -1.4%
COC(=O)c1c(C)[nH]c(C(=O)CN2CCOCC2)c1C | 3.5% | 6% | 8% | -2% | 0.1% | 3% | -15% | -15% | -0.5%
Cc1nnc(N2CCCCC2)c2ccccc12 | 3.2% | 5% | 12% | 10% | 0.5% | -1% | -7% | -9% | -2.5%
CS(=O)(=O)Nc1ccc(S(=O)(=O)N2CCOCC2)cc1 | 2.9% | 1% | 17% | 6% | 0.1% | -3% | -4% | -3% | -3.2%
CCS(=O)(=O)Nc1ccc(C(=O)OC)cc1 | 1.0% | 1% | 6% | 8% | -0.3% | -3% | 11% | -3% | -2.0%
CCN1C(=NCCCCO)N[C@@H](c2cccc(C(F)(F)F)c2)C(C(=O)OC)=C1C | 0.1% | 23% | 7% | 2% | -0.7% | -5% | -2% | 0% | .
CC(C)Oc1ccc(/C=C(/NC(=O)c2ccccc2)C(=O)NCCC(=O)O)cc1 | 0.7% | 1% | 4% | 15% | -0.2% | 2% | 9% | 0% | -1.4%
CC(C)(C)NC(=O)NC(=O)COC(=O)COc1ccc2c(c1)CCC2 | 1.6% | -4% | 6% | 0% | -0.1% | -6% | 13% | -4% | -0.9%
Cc1cc(Nc2ccccc2)n(-c2ccc(Br)cc2)n1 | 0.4% | 10% | 11% | 10% | -0.3% | 1% | -3% | -1% | 0.3%
CCOc1ccc(-c2csc(/C(C#N)=C\c3ccc(O)c([N+](=O)[O-])c3)n2)cc1 | -1.4% | 11% | 11% | -44% | 0.1% | -1% | -1% | 19% | -1.8%
CCOC(=O)/C=C/c1nc(C(=O)OCC)c(C)c(=O)[nH]1 | 2.3% | 7% | 6% | 2% | 0.1% | -6% | -2% | -6% | .
Cc1cc(Br)ccc1NC(=O)CN1CCN(c2ccccn2)CC1 | ? | 7% | 10% | 14% | 0.0% | 2% | -5% | -1% | .
O=C(N/N=C\c1cn[nH]c1-c1ccccc1)c1cccnc1 | 0.0% | 3% | 4% | -4% | 0.8% | -1% | 9% | -1% | 2.6%

(more compounds)
SMILES | RSV antiviral HEp-2 | Large T inhibition | Rac1 GTP hydrolysis | GPR35 antagonists | West Nile antiviral | Dengue-2 NS5 capping | PhoP inhibition | LYP phosphatase | CSM14.1 death rescue
COc1cccc(C(=O)NNS(=O)(=O)c2ccc(C)cc2)c1 | 0.3% | 13% | 9% | -5% | -0.2% | 0% | -8% | -10% | .
Cc1ccc(S(=O)(=O)NNC(=O)c2sc3nc(C)cc(C)c3c2-n2cccc2)cc1 | ? | 9% | 0% | -10% | -0.5% | -10% | 2% | -1% | -2.5%
CCC1C/C(=C/c2ccco2)C(=O)/C(=C/c2ccco2)C1 (stereo not drawn) | 1.5% | ? | . | 27% | -0.8% | . | -7% | -3% | -1.7%
O=C(Nc1ccc(N2CCN(C(=O)c3cccs3)CC2)cc1)c1ccccc1F | 5.7% | 12% | 12% | -3% | -0.1% | 2% | 1% | -4% | .
CCn1c(O)c(C=Nc2ccccc2)n(-c2ccccc2)c1=S | 1.5% | -5% | -7% | -15% | -0.1% | 1% | -4% | -4% | -2.6%
CCC(C)(C)C(=O)Nc1nnc(CCc2ccccc2)s1 | 2.4% | 1% | 6% | -3% | -1.5% | -15% | -6% | -5% | .
c1ccc2nc(-c3ccc(N4CCOCC4)cc3)ccc2c1 | 2.9% | 1% | 5% | 9% | 0.9% | 7% | 3% | -10% | -5.3%
Cc1cnc(C(=O)Nc2ccc(N3CCN(C(=O)OC(C)(C)C)CC3)cc2)cn1 | 2.5% | 1% | 7% | -2% | 0.0% | 0% | 1% | 0% | 5.8%
N#Cc1ccsc1NC(=O)CSc1ncnc2ccccc12 | 2.4% | ? | 9% | -6% | ? | -24% | -10% | -1% | -1.4%
O=C(CN1C(=O)c2cccnc2Oc2ccc(Cl)cc21)NCCC1=CCCCC1 | 4.2% | 5% | 9% | 34% | 0.1% | 1% | 1% | -8% | .

No enrichment for hits; about 1.5% have a hit in one of these screens.
